Assay outcomes from PubChem BioAssay.
FEN1 inhibitor: qHTS Assay for the Inhibitors of Human Flap endonuclease 1 (FEN1) | actives 0.35% (n = 390,000) | Recombinant FEN1 flap cleavage, fluorescence, 15 min | P39748 | Potency, µM (doses to about 114 µM), for the others: at the highest dose activity change, negative = inhibition, most hits filed as inhibitors; also: nearly all actives have a fitted effect of over 65% in size
Target sequence (P39748 whole entry, looked up): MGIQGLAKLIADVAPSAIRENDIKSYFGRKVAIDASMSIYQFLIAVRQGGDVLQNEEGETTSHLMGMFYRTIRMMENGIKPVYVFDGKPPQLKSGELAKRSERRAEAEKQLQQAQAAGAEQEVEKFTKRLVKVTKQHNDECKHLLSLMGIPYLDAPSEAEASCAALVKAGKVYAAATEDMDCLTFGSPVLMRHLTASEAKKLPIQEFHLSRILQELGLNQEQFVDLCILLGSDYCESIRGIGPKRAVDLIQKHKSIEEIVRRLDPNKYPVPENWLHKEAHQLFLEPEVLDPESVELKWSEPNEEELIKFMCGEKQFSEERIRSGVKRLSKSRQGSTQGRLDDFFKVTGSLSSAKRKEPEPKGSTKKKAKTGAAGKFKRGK
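In this screen, 50 nM flap DNA substrate was added to 10 nM FEN1 pretreated with compound for 15 min at room temperature; cleavage was followed with reads at 0 and 15 min, and Hill fitting gave concentration–response parameters.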
N370S GC mod: qHTS Assay for Inhibitors and Activators of N370S glucocerebrosidase as a Potential Chaperone Treatment of Gaucher Disease; actives 0.092% (n = 330,000); Potency, µM (doses to about 59.4 µM), for the others: at the top dose activity change, negative = inhibition, usual class: inhibitors; Lysosomal acid glucosylceramidase (Homo sapiens), P04062; N370S GC spleen homogenate, 4MU-glucoside fluorescence;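 also: 0% = full enzyme activity and -100% = no enzyme basal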
TDP1 inh: qHTS Assay for Inhibitors of Tyrosyl-DNA Phosphodiesterase (TDP1); Potency, µM (highest dose often 130 µM), for inactives: at the highest dose activity change, negative = inhibition, actives largely listed as inhibitors; actives 0.28% (n = 350,000); recombinant TDP1, AlphaScreen DNA substrate cleavage; also: nearly all actives have a fitted effect of over 40% in size
Target sequence (Q9NUW8 whole entry, looked up): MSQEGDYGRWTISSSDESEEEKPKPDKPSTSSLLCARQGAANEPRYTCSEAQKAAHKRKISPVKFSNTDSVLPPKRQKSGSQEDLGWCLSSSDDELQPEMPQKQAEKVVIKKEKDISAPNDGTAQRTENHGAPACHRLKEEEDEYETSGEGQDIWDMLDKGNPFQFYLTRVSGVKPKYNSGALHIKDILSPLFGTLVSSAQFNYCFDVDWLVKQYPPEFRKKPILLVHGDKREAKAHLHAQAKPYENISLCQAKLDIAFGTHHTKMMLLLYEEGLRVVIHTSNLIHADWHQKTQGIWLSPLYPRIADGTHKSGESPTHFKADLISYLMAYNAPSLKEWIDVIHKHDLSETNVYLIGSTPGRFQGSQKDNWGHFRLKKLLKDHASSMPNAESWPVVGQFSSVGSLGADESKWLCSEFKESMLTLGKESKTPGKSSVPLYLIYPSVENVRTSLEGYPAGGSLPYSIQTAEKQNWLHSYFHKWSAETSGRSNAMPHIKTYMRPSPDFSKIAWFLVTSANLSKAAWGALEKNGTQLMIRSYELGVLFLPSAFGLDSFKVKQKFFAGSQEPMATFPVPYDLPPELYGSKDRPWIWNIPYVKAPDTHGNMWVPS
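AlphaScreen read-out: signal falls as enzyme removes the 3' tyrosine-FITC from a 5'-biotinylated DNA oligo (15 nM, 5 min, RT). Enzyme was E. coli-made recombinant Tdp1 at 1 nM, exposed to compound for 15 min beforehand; beads 10 ug/ml, 10 min.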
Numbers without * were called inactive; ? = inconclusive; . = no result given; [ ] = dose if it differs, or a comment. Calls follow the shape of the dose curve; as a rule, active = well fitted curve in the direction sought with a large enough effect; inconclusive = small, poorly fitted or top-dose-only effect, or another doubt; inactive = no such curve, though single readings can be large; an effect the other way counts as inactive or inconclusive. Unless noted, % is scaled to controls: 0 for no effect and ±100 for the full control effect; potency is read from the fitted curve at half-maximal effect.

SMILES	FEN1 inhibitor	N370S GC mod	TDP1 inh
C=CCN(C(=O)CCC(=O)O)C1CC(=O)N(c2ccc(OCCC)cc2)C1=O (stereo not given)	0%	-6%	4%
Cn1ccnc1C(O)(c1ccccc1)c1ccccc1	-12%	-14%	-5%
O=C1C(=O)N(Cc2ccccc2)C(=O)N1CCN1C(=O)c2ccccc2C1=O	0%	15%	6%
COc1ccc(NC(=S)N/N=C/c2ccc(F)c(F)c2)cc1	-6%	-5%	.
CCOC(=O)C1=C(CN2CCN(c3ccccc3)CC2)NC(=O)NC1c1ccc(C)cc1 (stereo not given)	13%	.	5%
COc1ccc(CC(=O)Nc2ccc(-c3nnc(-c4ccc(C)cc4)o3)cc2)cc1	32%[activator]	4%	-2%
COc1ccc(C(C(=O)NCc2ccc(F)cc2)N(Cc2cccnc2)C(=O)c2snc(C(N)=O)c2N)cc1 (stereo not given)	1%	-3%	.
CCc1nn(C(C)C(=O)N2CCN(c3ccc(OC)cc3)CC2)c(=O)c2cc3occc3n12 (stereo not given)	-7%	-5%	6%
Cc1ccc2[nH]c(=O)c3cc(C(=O)NC4CCC(C)CC4)sc3c2c1 (stereo not given)	-5%	.	1%
Cc1cccc(C(=O)Nc2ccc(C(=O)/C=C/c3cccs3)cc2)c1	-15%	9%	9%
COc1ccc(NC(=O)c2ccc(NC(=O)N3CCSc4ncccc43)cc2)cc1	16%	.	6%
COc1ccc(CNC(=O)C2CCCN(C(=O)Nc3ccccc3OC)C2)cc1 (stereo not given)	2%	-2%	9%
CN1CCN(CCCNC(=O)c2cnn(-c3ccccc3)c2C2CCN(C(=O)OC(C)(C)C)CC2)CC1	19%	.	4%
NNc1nnc2c3cc(F)ccc3n(Cc3ccccc3)c2n1	38%[activator]	-13%	8%
CN1N=C(C(C)(C)C)CSC1=Nc1ccc(F)cc1	-1%	3%	-4%
OCC1(Cc2ccc(F)cc2F)CCCN(CCCc2ccccc2)C1 (stereo not given)	5%	-7%	.
O=C(Nc1ccc(O)c(-c2nc3ccccc3o2)c1)c1ccc(Br)cc1	9%	.	-4%[12.3 µM]
Nn1c(SCC(=O)Nc2cccnc2Cl)nnc1-c1ccccc1	-3%	.	2%
CC(=O)NCCCc1nc2ccccc2n1Cc1ccccc1C	-6%	-5%	-2%
CN(C)CCCN1c2ccccc2Sc2ccc(Cl)cc21	?	?	11%

By substructure, those above with a tert-butyl group (2)
SMILES	FEN1 inhibitor	N370S GC mod	TDP1 inh
CN1CCN(CCCNC(=O)c2cnn(-c3ccccc3)c2C2CCN(C(=O)OC(C)(C)C)CC2)CC1	19%	.	4%
CN1N=C(C(C)(C)C)CSC1=Nc1ccc(F)cc1	-1%	3%	-4%

Of the compounds above, these contain four or more nitrogen atoms.
SMILES	FEN1 inhibitor	N370S GC mod	TDP1 inh
CCOC(=O)C1=C(CN2CCN(c3ccccc3)CC2)NC(=O)NC1c1ccc(C)cc1 (stereo not given)	13%	.	5%
COc1ccc(C(C(=O)NCc2ccc(F)cc2)N(Cc2cccnc2)C(=O)c2snc(C(N)=O)c2N)cc1 (stereo not given)	1%	-3%	.
CCc1nn(C(C)C(=O)N2CCN(c3ccc(OC)cc3)CC2)c(=O)c2cc3occc3n12 (stereo not given)	-7%	-5%	6%
COc1ccc(NC(=O)c2ccc(NC(=O)N3CCSc4ncccc43)cc2)cc1	16%	.	6%
CN1CCN(CCCNC(=O)c2cnn(-c3ccccc3)c2C2CCN(C(=O)OC(C)(C)C)CC2)CC1	19%	.	4%
NNc1nnc2c3cc(F)ccc3n(Cc3ccccc3)c2n1	38%[activator]	-13%	8%
Nn1c(SCC(=O)Nc2cccnc2Cl)nnc1-c1ccccc1	-3%	.	2%

As entered above.
For TDP1 inh, COc1ccc(NC(=O)c2ccc(NC(=O)N3CCSc4ncccc43)cc2)cc1 shows 6%
For N370S GC mod, COc1ccc(C(C(=O)NCc2ccc(F)cc2)N(Cc2cccnc2)C(=O)c2snc(C(N)=O)c2N)cc1 (stereo not given) shows -3%
For N370S GC mod, COc1ccc(CC(=O)Nc2ccc(-c3nnc(-c4ccc(C)cc4)o3)cc2)cc1 shows 4%
For TDP1 inh, CCOC(=O)C1=C(CN2CCN(c3ccccc3)CC2)NC(=O)NC1c1ccc(C)cc1 (stereo not given) shows 5%

Following part.
SMILES	FEN1 inhibitor	N370S GC mod	TDP1 inh
CC1CCCCC1NC(=O)CCn1c(=O)sc2ccccc21 (stereo not given)	-7%	-4%	2%
CS(=O)(=O)N(CC(=O)N1CCCCCC1)c1cccc(F)c1	2%	-8%	.
Cc1cc(C)nc(N/N=C/c2ccccc2OCC(=O)O)n1	-6%	8%	.
Cc1ccc(NC(=O)CCNS(=O)(=O)c2ccc3c(c2)CCC(=O)N3)cc1	-6%	-1%	2%
COc1cccc(NC(=O)CN(C)C(=O)CNC(=O)c2ccc(Oc3ccccc3)cc2)c1	3%	-8%	-6%
Cc1cccc(NC(=O)C2CC(=O)n3ncnc3N2)c1 (stereo not given)	-3%	-8%	.
Cc1cccc(C(=O)Nc2nnc(Cc3ccccc3)s2)c1	20%	1%	.
O=C(Nc1ccccc1)c1ccc(=O)[nH]n1	15%	2%	.
CCOc1ccc(CN(C)CC(=O)Nc2ccccc2C(=O)NC2CC2)cc1	1%	-1%	5%
Cc1ccc2[nH]c(CSc3nnc(C)s3)cc(=O)c2c1	-13%	.	5%
Cc1ccc(C)c(N(C(=O)Cn2nnc3ccccc32)C(C(=O)NC(C)(C)C)c2ccsc2)c1 (stereo not given)	-2%	-10%	4%
O=C(O)c1ccc2c(c1)S(=O)(=O)c1ccccc1C2=O	6%	-4%	.
Cc1ccc(-n2c(SCC(=O)NCc3ccco3)nnc2-c2cccnc2)c(C)c1	-2%	13%	10%
CCCn1c(SCC(=O)NCc2ccco2)nnc1C(C)C	-3%	1%	2%
CC(C)C(=O)NCC(c1ccc2c(c1)OCO2)N1CCN(c2ccccc2)CC1 (stereo not given)	17%	.	1%
Cc1ccc2occ(CC(=O)N3CCN(c4cccc(Cl)c4)CC3)c2c1	-21%	.	2%
COCCNC(=O)CN1C(=O)c2cccc3cccc1c23	-1%	-6%	.
CC1CCN(CC(=O)Nc2ccc(Br)cc2[N+](=O)[O-])CC1	-16%	-9%	5%
CCOc1cccc(C(=O)N2CCCCC2c2cccnc2)c1 (stereo not given)	-8%	-23%	6%
COc1ccc(C(C)C)cc1S(=O)(=O)Nc1ncn[nH]1	-4%	-18%	11%

A different layout for some results above:
CCOc1ccc(CN(C)CC(=O)Nc2ccccc2C(=O)NC2CC2)cc1
  FEN1 inhibitor: 1% | N370S GC mod: -1% | TDP1 inh: 5%

C=CCN(C(=O)CCC(=O)O)C1CC(=O)N(c2ccc(OCCC)cc2)C1=O (stereo not given)
  FEN1 inhibitor: 0% | N370S GC mod: -6% | TDP1 inh: 4%

Cc1ccc(-n2c(SCC(=O)NCc3ccco3)nnc2-c2cccnc2)c(C)c1
  FEN1 inhibitor: -2% | N370S GC mod: 13% | TDP1 inh: 10%

Following part:
SMILES	FEN1 inhibitor	N370S GC mod	TDP1 inh
COc1ccc(C(=O)COC(=O)c2ccc3c(c2)NC(=O)CS3)c(OC)c1	-4%	-20%	7%[0.505 µM]
N#CC1=C2SCN(C3CCCCC3)CN2C(=O)CC1c1ccc(Br)cc1 (stereo not given)	?	.	0%
COc1ccc(OC)c2sc(NC(=O)CCSc3ccccc3)nc12	-4%	-3%	8%
COc1ccc(NC(=O)C2CCN(S(=O)(=O)c3cc(-c4noc(C)n4)ccc3C)CC2)cc1	-11%	.	4%
Cc1ccc(Sc2cc(C(F)(F)F)nc(N(C)C)n2)cc1	6%	9%	-7%
COc1ccc(/C=N/Nc2ncnc3c2[nH]c2ccccc23)c(OC)c1OC	1%	4%	-12%
Cc1ccccc1OCC(=O)NCCN(C)C	-4%	-21%	6%
COc1ccc(CCNC(=O)CC(c2ccccc2)c2cc(C)ccc2O)cc1OC (stereo not given)	7%	-7%	.
C=CCNc1nc(Cl)nc(Nc2ccc(OC)cc2)n1	?	-12%	6%
Cc1ccc(-c2noc(-c3nnn(CC(=O)Nc4ccc(C)c(Cl)c4)c3N)n2)cc1	-4%	.	8%
CCN(CC)S(=O)(=O)c1ccc(C(=O)NNC2=NS(=O)(=O)c3ccccc32)cc1	5%	1%	.
CCOC(=O)CN1C(=O)N[C@@H](c2cccc(F)c2)C(C(C)=O)=C1C	-3%	-4%[12.8 µM]	8%[21 µM]
Cc1cnc2cc(Cl)c(Cl)cc2n1	4%	5%	-3%[56.1 µM]
Cc1csc(NC(=O)CSc2nnc(-c3ccoc3C)n2Cc2ccco2)n1	-6%	-5%	5%
Cc1nn(C(=O)c2cccc(F)c2)c(C)c1S(=O)(=O)N1CCCCCC1	-5%	.	5%
COc1cc(CNn2cn[nH]c2=S)cc(Cl)c1OCc1ccc(F)cc1	7%	-17%	3%
COc1cc(/C=C(/C#N)c2ccccc2F)ccc1OCc1ccccc1	-19%	28%	3%
COc1ccc(C)cc1C(=O)CCC(=O)Nc1ccccc1N1CCOCC1	-6%	27%	-2%
Cc1ccc(S(=O)(=O)NCC(=O)OCC(=O)c2cccs2)cc1	-3%	-19%	4%
Cn1c2c(c(=O)c3ccccc31)C[C@@H](O)C(C)(C)O2	.	-1%	4%
COC(=O)c1c(-c2ccc(C)cc2)csc1NC(=S)NC(=O)c1cc(OC)cc(OC)c1	-9%	8%	0%
Cc1ccccc1Cn1c(=O)n(CCCCC(=O)NCCc2ccccc2)c(=O)c2ccccc21	1%	.	5%
CC(=O)NCC(=O)NC1CC(C)(C)Cc2c1cnn2-c1ccccc1 (stereo not given)	19%	2%	1%
COc1ccc(NC(=O)NC2(C(=O)N3CCN4CCCC4C3)CCCCC2)cc1 (stereo not given)	0%	-7%	5%
S=C(Nc1ccc(Cl)cc1)NC1CC2CCCC(C1)N2C1CCCC1 (stereo not given)	-1%	5%	4%
O=C(Cn1nc(-c2nn(CC(=O)c3ccccc3)c3[n+]2CCCCC3)[n+]2c1CCCCC2)c1ccccc1	4%	-4%	-4%
Cc1cccc(NC(=O)N2CCN(C)c3ncccc32)c1C	17%	.	1%
CCc1ccc(OCC2c3cc(OC)c(OC)cc3CCN2C(=O)Cc2ccc(OC)c(OC)c2)cc1 (stereo not given)	-24%	.	16%
O=C(Nc1ccc(F)cc1)Nc1ccc(N2CCCC2)c(S(=O)(=O)Nc2ccccc2Cl)c1	-22%	9%	5%
Cc1ccc2c(c1)-c1nc(-c3ccc4c(c3)NC(=O)CO4)cc(-c3ccc(F)cc3)c1CO2	2%	.	-6%
CCN1CCN(C(=O)c2sc3nc(C)nc(N4CCC(C)CC4)c3c2C)CC1	-4%	0%	1%
CC(C)(C)C1CCc2c(sc(NC(=O)Cn3nnc(-c4ccccc4F)n3)c2C#N)C1 (stereo not given)	-16%	.	2%
COc1cc(CN(C(=O)Nc2ccccc2)c2ccccn2)cc(OC)c1OC	-6%	.	-2%
COc1ccc(CNCc2c(F)cccc2F)cc1OC	1%	-6%	3%
C=CCN(Cc1cc(OC)ccc1OC)C(=O)c1cc2ccc(OC)cc2[nH]1	-23%	1%	.
O=C(CC(c1ccccc1)c1ccccc1)N1CCN(c2ccccn2)CC1	0%	-6%	6%
COc1ccccc1CN(CC(=O)NCc1ccc(F)cc1)C(=O)c1csnn1	1%	0%	4%
O=C(CN1CCC(n2nnc3cc(C(F)(F)F)ccc32)CC1)Nc1ccc2c(c1)OCCO2	-8%	6%[2.35 µM]	5%
S=C(NCC1CCCO1)Nc1ccc(Nc2ccccc2)cc1 (stereo not given)	-3%	5%	10%
CCOC(=O)c1cncc(C#CCO)c1	3%	-2%	6%
CCN(C(=O)COC(=O)c1cc([N+](=O)[O-])ccc1N1CCOCC1)C1CCS(=O)(=O)C1 (stereo not given)	-2%	-14%	.
O=C(NCCO)N1c2ccccc2Sc2ccccc21	-1%	-5%	1%

Rows were taken by chance. Share with any hit: about 0.53%.
